GSH bead fluor: compound fluorescence on glutathione beads, profiling panel, artefact control, biophysical, 488/530 nm, flow cytometry; GSH beads flow cytometry, compound fluorescence 488/530 nm; hits give high values; fluorescence (KMESF) at 10 µM; 0.25% of 190,000 active; AID 1776, 2009; in the data active = fluorescence above about 89;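 note: glutathione beads carrying GST-tagged Bcl family fusion proteins plus one bare bead set; values are compound well signal with DMSO vehicle wells as background; inactives centre near 16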
Avidin bead fluor: green autofluorescence of compounds with avidin beads – biophysical, 488/530 nm, flow cytometry, artefact control, profiling panel | 0.38% of 220,000 active | AID 1775, 2009 | compound fluorescence 488/530 nm; hits give high values | fluorescence (KMESF) at 10 µM; in the data active = fluorescence above about 47; note: inactives centre near 10
Rab2A wt mod: modulators of GTP binding to Rab2A wildtype, primary screen, biochemical, dog, bead-based flow cytometry, multiplex. 0.19% of 190,000 active. Ras-related protein Rab-2A (Canis lupus familiaris), P61105. GST-Rab2 wt beads, Bodipy-GTP binding. AID 760, 2007. GTP binding activity, % at 10 µM;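 active = GTP binding activity at least 20 points away from 100%, either lowered or raised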;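 note: 0% = beads with excess unlabeled GTP and 100% = no-compound control corrected for plate trend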
HRas wt GTP: modulators of GTP binding to HRas wildtype, primary screen, biochemical, bead-based flow cytometry, multiplex. AID 759, 2007. GST-Ras wt beads, Bodipy-FL-GTP binding; actives lie on both sides. GTP binding activity, % at 10 µM. 0.14% of 190,000 active;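 active = GTP binding activity at least 20% away from the 100% baseline, either lowered as inhibitor or raised as activator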;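 note: 0% = unlabeled GTP competition control and 100% = no-compound control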
Target sequence (P01112 whole entry, looked up): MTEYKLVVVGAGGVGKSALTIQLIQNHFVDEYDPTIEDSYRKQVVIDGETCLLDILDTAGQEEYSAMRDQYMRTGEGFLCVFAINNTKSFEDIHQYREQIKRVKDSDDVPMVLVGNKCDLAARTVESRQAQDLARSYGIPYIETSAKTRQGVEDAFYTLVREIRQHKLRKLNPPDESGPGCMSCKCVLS
Rab7 wt GTP bind: modulators of GTP binding to Rab7, primary screen, biochemical, wildtype, multiplex bead flow cytometry. Rab7 GTPase wild type (dog), Bodipy-FL-GTP binding. AID 758, 2007. GTP binding activity (percent of control), % at 10 µM. 0.055% of 190,000 active. GST-Rab7 beads, fluorescent GTP binding; actives lie on both sides; untreated = 100%, excess cold GTP = 0%;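 active = fluorescent GTP binding to Rab7 beads changed by at least 20 points from the 100% baseline, either direction, mostly lower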;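 note: median green fluorescence of bound Bodipy-FL-GTP per Rab7 bead population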
Rac1 mut GTP: GTP binding modulators of activated mutant Rac1, primary screen, biochemical, bead-based flow cytometry, multiplex, fluorescent GTP; 0.11% of 190,000 active; percent activity (GTP binding), % at 10 µM; GST-Rac1 activated beads; actives lie on both sides; 100% means binding = to untreated wells; AID 764, 2007;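 active = GTP binding at least 20 percentage points away from the 100% baseline, in either direction, so actives lie on both sides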
Mcl1-Bid inh: Mcl-1/Bid binding inhibitors, primary screen, biochemical, TR-FRET, 1536-well; 0.97% of 220,000 active; TR-FRET Mcl-1/Bid-Dy647 peptide binding; inhibition, % at 21.7 µM;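 active = compounds that cut the binding signal by more than half at the single screening dose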;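 note: His-tagged Mcl-1 with europium anti-His antibody binding Bid BH3 peptide; 0% = Mcl-1 plus peptide wells and 100% = peptide-only wells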
Target sequence (Q07820 whole entry, looked up): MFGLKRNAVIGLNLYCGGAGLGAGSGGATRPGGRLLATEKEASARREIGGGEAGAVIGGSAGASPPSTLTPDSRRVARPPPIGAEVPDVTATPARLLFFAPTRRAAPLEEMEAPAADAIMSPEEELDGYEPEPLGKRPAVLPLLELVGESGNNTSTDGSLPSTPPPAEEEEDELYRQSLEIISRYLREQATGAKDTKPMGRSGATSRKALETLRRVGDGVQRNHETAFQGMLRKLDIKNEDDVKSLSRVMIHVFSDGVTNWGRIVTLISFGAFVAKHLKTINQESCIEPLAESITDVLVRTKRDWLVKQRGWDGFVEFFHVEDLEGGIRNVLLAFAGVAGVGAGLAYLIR
Cdc42 wt: modulators of GTP binding to wildtype Cdc42, primary screen, biochemical, multiplex bead flow cytometry, Bodipy-GTP; GST-Cdc42 beads; actives lie on both sides; 0.2% of 190,000 active; Cell division control protein 42 homolog (Homo sapiens), P60953; percent activity (GTP binding), % at 10 µM; AID 761, 2007;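 active = percent activity GTP binding at least 20 points away from the 100% baseline, either down as inhibitor or up as activator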;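 note: median bead fluorescence of bound Bodipy-FL-GTP at 100 nM; 0% = excess unlabeled GTP control and 100% = no compound control; below 100% means less GTP binding so inhibitor and above means activator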
Target sequence (P60953 whole entry, looked up): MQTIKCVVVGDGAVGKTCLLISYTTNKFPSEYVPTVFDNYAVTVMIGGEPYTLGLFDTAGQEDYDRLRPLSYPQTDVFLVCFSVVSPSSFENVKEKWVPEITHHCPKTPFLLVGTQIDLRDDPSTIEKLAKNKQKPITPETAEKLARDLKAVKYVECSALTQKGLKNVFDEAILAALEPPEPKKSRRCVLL
Rac1 wt GTP bind: wildtype Rac1 GTP binding modulators, primary screen, biochemical, GST-Rac1 beads, flow cytometry, multiplex; fluorescent GTP binding; actives lie on both sides; 0 = cold GTP competed, 100 = untreated; GTP binding activity (% of control), % at 10 µM; Ras-related C3 botulinum toxin substrate 1 (Homo sapiens), P63000; 0.27% of 190,000 active;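 active = GTP binding activity at least 20 points away from the 100% control level, either lower or higher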
Pf gamet viab: late stage P. falciparum gametocyte viability inhibitors, primary screen, ATP luminescence, HTS; P. falciparum stage V gametocytes, 24 h; inhibition, % at 10.9 µM; 0.065% of 150,000 active; AID 743093, 2013;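 active = inhibition above the mean plus 3 SD of compounds within the control limits, set per campaign, cut at about 38% in these data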;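 note: 0% = DMSO wells and 100% = medium only without gametocytes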
Mcl1 Noxa PPI: Mcl-1/Noxa binding inhibitors, primary screen, biochemical, TR-FRET, 1536-well | Induced myeloid leukemia cell differentiation protein Mcl-1 (Homo sapiens), Q07820 | TR-FRET Mcl-1/Noxa peptide binding, 2 h | inhibition, % at 21.7 µM | 1.5% of 220,000 active | AID 1022, 2008;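 active = compounds that cut the protein-peptide binding signal by more than 50% relative to plate controls in a single-dose test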;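 note: His-tagged Mcl-1 with rhodamine Noxa BH3 peptide and terbium anti-His antibody; 0% = Mcl-1 plus Noxa peptide wells and 100% = peptide-only wells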
Active calls of the source: *.

For Cn1c(=O)[nH]c(=O)c2c1nc(Br)n2Cc1ccccc1Cl the results were GSH bead fluor 40, Avidin bead fluor 2, Rab2A wt mod 93, HRas wt GTP 92, Rab7 wt GTP bind 92, Rac1 mut GTP 95, Mcl1-Bid inh -10, Cdc42 wt 96, Rac1 wt GTP bind 93, Pf gamet viab 14 and Mcl1 Noxa PPI 12.
`O=C(NCCSc1c(-c2ccccc2)[nH]c2ccccc12)c1cc2ccccc2oc1=O` gave GSH bead fluor 18, Rab2A wt mod 100, HRas wt GTP 102, Rab7 wt GTP bind 97, Rac1 mut GTP 99, Mcl1-Bid inh -2, Cdc42 wt 101, Rac1 wt GTP bind 107 and Mcl1 Noxa PPI 13.
For O=C(Nc1c(Cl)cc(Cl)cc1-c1nc2ccccc2s1)c1ccc(Br)o1 the results were GSH bead fluor 49, Avidin bead fluor 12, Rab2A wt mod 99, HRas wt GTP 100, Rab7 wt GTP bind 98, Rac1 mut GTP 98, Mcl1-Bid inh 4, Cdc42 wt 100, Rac1 wt GTP bind 98 and Mcl1 Noxa PPI 8.
`Cc1cc(C)c2nc(-c3ccccn3)cc(C(=O)Nc3ccc(S(=O)(=O)Nc4cc(C)on4)cc3)c2c1` gave GSH bead fluor 16, Avidin bead fluor 13, Rab2A wt mod 101, HRas wt GTP 100, Rab7 wt GTP bind 99, Rac1 mut GTP 97, Mcl1-Bid inh -3, Cdc42 wt 100, Rac1 wt GTP bind 101 and Mcl1 Noxa PPI 36.
CCOc1ccc(C)cc1S(=O)(=O)n1ccnc1 was read as GSH bead fluor 25, Avidin bead fluor 5, Rab2A wt mod 100, HRas wt GTP 100, Rab7 wt GTP bind 100, Rac1 mut GTP 100, Mcl1-Bid inh -8, Cdc42 wt 104, Rac1 wt GTP bind 103, Pf gamet viab 13 and Mcl1 Noxa PPI 15.
`Cc1cccc2sc(NC(=O)c3cccc(S(=O)(=O)N4CCc5ccccc54)c3)nc12` gave GSH bead fluor 11, Avidin bead fluor 15, Rab2A wt mod 98, HRas wt GTP 99, Rab7 wt GTP bind 101, Rac1 mut GTP 98, Mcl1-Bid inh -7, Cdc42 wt 100, Rac1 wt GTP bind 104, Pf gamet viab -6 and Mcl1 Noxa PPI 2.
C/C(CC(=O)Nc1ccc2c(c1)OCO2)=N\NC(=O)OC(C)(C)C was read as GSH bead fluor 14, Avidin bead fluor 9, Rab2A wt mod 99, HRas wt GTP 98, Rab7 wt GTP bind 97, Rac1 mut GTP 97, Mcl1-Bid inh -25, Cdc42 wt 98, Rac1 wt GTP bind 98, Pf gamet viab 7 and Mcl1 Noxa PPI 7.
Screening COc1ccc(C(=O)N/N=C/c2ccc(OC(=O)c3ccccc3)cc2)cc1 returned GSH bead fluor 9, Avidin bead fluor 18, Rab2A wt mod 100, HRas wt GTP 103, Rab7 wt GTP bind 99, Rac1 mut GTP 100, Mcl1-Bid inh 11, Cdc42 wt 98, Rac1 wt GTP bind 102 and Mcl1 Noxa PPI 21.
For COc1ccc(/C=C2\CCCC3C2=NC(=S)NC3c2ccc(OC)cc2)cc1 (centres undefined) the results were GSH bead fluor 8, Avidin bead fluor 2, Rab2A wt mod 94, HRas wt GTP 96, Rab7 wt GTP bind 95, Rac1 mut GTP 98, Mcl1-Bid inh -89, Cdc42 wt 98, Rac1 wt GTP bind 99, Pf gamet viab -32 and Mcl1 Noxa PPI -14.
`CCOC(=O)Cc1csc(NC(=O)c2cc(=O)c3ccccc3o2)n1` gave GSH bead fluor 8, Avidin bead fluor 11, Rab2A wt mod 93, HRas wt GTP 97, Rab7 wt GTP bind 105, Rac1 mut GTP 93, Mcl1-Bid inh 7, Cdc42 wt 89, Rac1 wt GTP bind 92 and Mcl1 Noxa PPI 5.
`Cc1c(C=O)c2ccccc2n1CC(=O)NCc1ccccc1` gave GSH bead fluor 13, Avidin bead fluor 12, Rab2A wt mod 102, HRas wt GTP 102, Rab7 wt GTP bind 106, Rac1 mut GTP 102, Mcl1-Bid inh -9, Cdc42 wt 100, Rac1 wt GTP bind 102, Pf gamet viab -28 and Mcl1 Noxa PPI 16.
For COc1ccc(-c2cc(-c3ccc(OC)c(OC)c3)n[nH]2)c(O)c1 the results were GSH bead fluor 10, Avidin bead fluor 17, Rab2A wt mod 98, HRas wt GTP 101, Rab7 wt GTP bind 98, Rac1 mut GTP 100, Mcl1-Bid inh 3, Cdc42 wt 101, Rac1 wt GTP bind 99, Pf gamet viab -19 and Mcl1 Noxa PPI 39.
For O=C(NCCC1=CCCCC1)C1CCN(S(=O)(=O)N2CCOCC2)CC1 the results were GSH bead fluor 5, Avidin bead fluor 18, Rab2A wt mod 105, HRas wt GTP 105, Rab7 wt GTP bind 103, Rac1 mut GTP 98, Mcl1-Bid inh -27, Cdc42 wt 110, Rac1 wt GTP bind 104 and Mcl1 Noxa PPI 4.
Screening Cc1ccc(N2CCN(C(=O)c3ccccc3NC(=O)C3CC=CCC3C(=O)O)CC2)cc1 (centres undefined) returned GSH bead fluor 24, Avidin bead fluor 10, Rab2A wt mod 98, HRas wt GTP 98, Rab7 wt GTP bind 99, Rac1 mut GTP 98, Mcl1-Bid inh 28, Cdc42 wt 101, Rac1 wt GTP bind 100, Pf gamet viab -32 and Mcl1 Noxa PPI 20.
Screening COc1cccc(C2SCC(=O)N2c2ccc(C)cc2)c1OC (centres undefined) returned GSH bead fluor 8, Avidin bead fluor 4, Rab2A wt mod 99, HRas wt GTP 101, Rab7 wt GTP bind 99, Rac1 mut GTP 99, Mcl1-Bid inh -3, Cdc42 wt 104, Rac1 wt GTP bind 108, Pf gamet viab -58 and Mcl1 Noxa PPI 15.
CCN(CC)CCn1c2ccccc2c2cnc(N)c(C#N)c21 was read as GSH bead fluor 13, Avidin bead fluor 41, Rab2A wt mod 93, HRas wt GTP 95, Rab7 wt GTP bind 97, Rac1 mut GTP 95, Mcl1-Bid inh -3, Cdc42 wt 95, Rac1 wt GTP bind 97 and Mcl1 Noxa PPI 41.
`Cc1cccc(C)c1NC1=NC2(CCCCC2)N=C(N)N1` gave GSH bead fluor 22, Avidin bead fluor 28, Rab2A wt mod 100, HRas wt GTP 101, Rab7 wt GTP bind 104, Rac1 mut GTP 98, Mcl1-Bid inh 5, Cdc42 wt 101, Rac1 wt GTP bind 102, Pf gamet viab -21 and Mcl1 Noxa PPI -4.
Cc1ccc(S(=O)(=O)N2CCOCC2)cc1NC(=O)COC(=O)c1cccnc1Cl was read as GSH bead fluor 16, Avidin bead fluor 8, Rab2A wt mod 97, HRas wt GTP 96, Rab7 wt GTP bind 92, Rac1 mut GTP 95, Mcl1-Bid inh -20, Cdc42 wt 94, Rac1 wt GTP bind 95, Pf gamet viab -15 and Mcl1 Noxa PPI 6.
For COc1ccc(CCC(=O)NNC(=S)Nc2cccc(C(C)=O)c2)cc1 the results were GSH bead fluor 10, Avidin bead fluor 8, Rab2A wt mod 94, HRas wt GTP 94, Rab7 wt GTP bind 92, Rac1 mut GTP 92, Mcl1-Bid inh -21, Cdc42 wt 98, Rac1 wt GTP bind 95, Pf gamet viab 10 and Mcl1 Noxa PPI -30.
Screening Cc1cc(C)cc(OCC(=O)OCCN2C(=O)c3ccccc3C2=O)c1 returned GSH bead fluor 58, Avidin bead fluor 11, Rab2A wt mod 102, HRas wt GTP 102, Rab7 wt GTP bind 100, Rac1 mut GTP 102, Mcl1-Bid inh -4, Cdc42 wt 104, Rac1 wt GTP bind 108, Pf gamet viab -1 and Mcl1 Noxa PPI 4.
Screening COc1ccc(C(=O)Nc2ccnc(-c3cccnc3)n2)cc1 returned GSH bead fluor 12, Avidin bead fluor 14, Rab2A wt mod 96, HRas wt GTP 97, Rab7 wt GTP bind 108, Rac1 mut GTP 96, Mcl1-Bid inh -11, Cdc42 wt 94, Rac1 wt GTP bind 97, Pf gamet viab 6 and Mcl1 Noxa PPI 7.
For COC(=O)Cc1cc(=O)n(-c2ccccc2)[nH]1 the results were GSH bead fluor 40, Avidin bead fluor 4, Rab2A wt mod 101, HRas wt GTP 101, Rab7 wt GTP bind 101, Rac1 mut GTP 99, Mcl1-Bid inh -11, Cdc42 wt 102, Rac1 wt GTP bind 100, Pf gamet viab -8 and Mcl1 Noxa PPI 11.
Screening COc1ccc(C(=O)NCC(=O)OCC(=O)c2ccc3c(c2)NC(=O)CO3)cc1 returned GSH bead fluor 18, Avidin bead fluor 10, Rab2A wt mod 97, HRas wt GTP 97, Rab7 wt GTP bind 105, Rac1 mut GTP 96, Mcl1-Bid inh -46, Cdc42 wt 98, Rac1 wt GTP bind 100, Pf gamet viab -8 and Mcl1 Noxa PPI 10.
Screening CCOC(=O)c1[nH]cnc1C(=O)Nc1cccc(Cl)c1 returned GSH bead fluor 13, Avidin bead fluor 8, Rab2A wt mod 94, HRas wt GTP 91, Rab7 wt GTP bind 95, Rac1 mut GTP 94, Mcl1-Bid inh -38, Cdc42 wt 91, Rac1 wt GTP bind 92 and Mcl1 Noxa PPI -33.
`C/C(=N\OCC(=O)N/N=C/c1ccccc1)c1cccs1` gave GSH bead fluor 15, Avidin bead fluor 5, Rab2A wt mod 96, HRas wt GTP 97, Rab7 wt GTP bind 95, Rac1 mut GTP 95, Mcl1-Bid inh 13, Cdc42 wt 97, Rac1 wt GTP bind 98 and Mcl1 Noxa PPI 15.
For O=C(/C=C/Nc1ccccc1Oc1ccccc1)c1ccco1 the results were GSH bead fluor 9, Avidin bead fluor 10, Rab2A wt mod 94, HRas wt GTP 97, Rab7 wt GTP bind 97, Rac1 mut GTP 94, Mcl1-Bid inh -26, Cdc42 wt 98, Rac1 wt GTP bind 99, Pf gamet viab 3 and Mcl1 Noxa PPI -3.
For Cc1ccc2nc(SCC(=O)Nc3c(C)n(C)n(-c4ccccc4)c3=O)[nH]c2c1 the results were GSH bead fluor 11, Avidin bead fluor 25, Rab2A wt mod 98, HRas wt GTP 100, Rab7 wt GTP bind 98, Rac1 mut GTP 98, Mcl1-Bid inh -79, Cdc42 wt 104, Rac1 wt GTP bind 101 and Mcl1 Noxa PPI 10.
